TTR transcr act: TTR transcription activators in neuroblastoma reporter cells, primary screen, cell-based, luminescence, SH-SY5Y, TTR promoter Gaussia luciferase. 100% = recombinant luciferase protein wells. activation, % at 16.7 µM. hit rate 1.3% among 92,000. AID 1117267, 2014;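 active = activation above the mean of all tested compounds plus 3 SD, cut at about 9.5% in these data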;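 also: cells exposed to compounds for one day before reading; 0% = median of all test compound wells on the plate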
* = called active by the depositor. Some of the compounds tested; count on the stated rates, not on these rows.

#	compound	TTR transcr act
1	Cc1c(N2C(=O)/C(=C/C3CC=CCC3)SC2=S)c(=O)n(-c2ccccc2)n1C (stereo not drawn)	5.2
2	CCOC(=O)C1CCN(C(=O)c2n[nH]c(=O)c3ccccc23)CC1	-1.1
3	COc1ccc(-c2ccc3c(c2)C2CC3CCN2S(=O)(=O)c2ccccc2C)cc1 (stereo not drawn)	2.9
4	COc1cc(OC)c(NC(=O)c2c(-c3ccccc3)noc2C)cc1Cl	3.5
5	Cc1cc(NC(=O)C2CCN(S(=O)(=O)Cc3ccccc3)CC2)ccc1-n1cnnn1	0.3
6	CCCCNC(=O)C1(C)CCN1C(=O)c1ccc(OC)c(C(F)(F)F)c1 (stereo not drawn)	5.0
7	Cn1cc(P(=S)(N2CCOCC2)N2CCOCC2)cc1P(=S)(N1CCOCC1)N1CCOCC1	-1.1
8	COc1ccc(NC(=S)N(CCCN2CCOCC2)Cc2ccccn2)cc1	1.1
9	CC1=CS(=O)(=O)CC1Sc1ncn[nH]1 (stereo not drawn)	1.1
10	Cc1cccc(-n2c(-c3ccncc3)n[nH]c2=S)c1C	1.4

#	compound	TTR transcr act
11	COC(=O)c1ccc(-c2ccc(/C=N/N3C(=O)C4C5C=CC(CC5)C4C3=O)o2)cc1 (stereo not drawn)	-1.2
12	COC(=O)[C@]1(Cc2ccccc2)N[C@H](CN(C)C(=O)C2CCCCC2)[C@@H]2C(=O)N(Cc3ccccc3)C(=O)[C@@H]21	-0.5
13	COc1ccc(C(C)C)cc1S(=O)(=O)n1cnc(C)c1	0.5
14	COc1ccc(CCNC(=O)Cn2cnc3c(nnn3Cc3ccccc3F)c2=O)cc1OC	22*
15	CCN(CC)S(=O)(=O)c1ccc(NC(=O)c2cc(-c3cccs3)nc3ccccc23)cc1	1.9
16	c1ccc(Nc2nn[nH]n2)cc1	0.9
17	COc1ccc(NC(=O)c2ccc(CNc3c(N4CCCC4)c(=O)c3=O)cc2)cc1Cl	-0.4
18	COc1ccc(/C=C/C(=O)NC(=S)N2CCCC(C(N)=O)C2)cc1 (stereo not drawn)	-1.9
19	CCCC(=O)C1=C(O)C(C(=O)OC)C(C)(C)CC1=Nc1ccc(OC)cc1 (stereo not drawn)	-1.2
20	COCCNC(=O)C(c1ccc(C)cc1)N(C(=O)CCC(=O)Nc1ccccn1)c1cccc(C)c1 (stereo not drawn)	-0.5

#	compound	TTR transcr act
21	C/C(=N\NC(=O)CN1CCN(Cc2ccccc2)CC1)c1cccs1	2.1
22	O=C(COC(=O)c1cccc2ccccc12)Nc1cccnc1Cl	-1.0
23	O=C(NCc1ccccc1)c1ccccc1Br	0.1
24	O=[N+]([O-])c1ccc(Cc2nnc(-c3ccc(F)cc3)o2)cc1	0.1
25	COC(=O)CN(C(=S)Nc1ccc(F)cc1)C1CC(=O)N(c2ccc(OC)cc2)C1=O (stereo not drawn)	-2.5
26	O=S(=O)(c1ccc(C(F)(F)F)cc1)N1CCCN(c2ccc(C(F)(F)F)cn2)CC1	-0.9
27	Fc1ccc(Nc2nnns2)cc1	0.2
28	CNC(=O)c1csc(-c2ccncc2)n1	3.6
29	O=C(N/N=C/C=C/c1ccccc1)c1ccncc1	8.6
30	CCn1c(SCC(=O)Nc2nc(C)cs2)nnc1-c1ccncc1	-2.4

#	compound	TTR transcr act
31	CC(C)Cc1nn2c(=O)cc(O)nc2s1	-0.3
32	CCOC(=O)C1CCCCN1C(=O)CCc1c(C)nc2cc(-c3ccccc3)nn2c1C (stereo not drawn)	-1.5
33	COc1cc(-c2cc(C(=O)Nc3cccc(C(C)=O)c3)c3ccccc3n2)cc(OC)c1OC	-2.9
34	O=C1CCC/C(=N/NC(=O)C2CCN(S(=O)(=O)c3cccs3)CC2)C1	-0.1
35	CCOC(=O)C1CCN(c2ccc(Cl)nn2)CC1	-1.8
36	Cc1ccc(CN(Cc2cc3cc4c(cc3[nH]c2=O)OCCO4)Cc2nnnn2Cc2ccco2)cc1	1.2
37	COc1ccc(C2CC(=O)c3cc(OC)c(OC)cc32)cc1OC (stereo not drawn)	-0.4
38	COc1ccc(-c2nc3c4ccccc4ccn3c2Cc2ccccc2)cc1OC	-1.5
39	CCc1ccc(N/C(SCc2cccc(F)c2)=C(/C#N)C(=O)NCc2ccco2)cc1	-2.0
40	Cc1ccc(S(=O)(=O)Nc2cncnc2NS(=O)(=O)c2ccc(C)cc2)cc1	1.0

#	compound	TTR transcr act
41	Cc1cc(C)cc(C(=O)N(CCc2ccccc2)C2=CC3CCC(C2)N3C)c1 (stereo not drawn)	0.8
42	COc1ccc2c(CC(=O)OCC(=O)Nc3ccccc3[N+](=O)[O-])coc2c1	1.4
43	CCCc1cc(=O)oc2cc(C)cc(OCC(=O)NC3CC3)c12	4.5
44	CSc1ccc(NC(=O)NCc2ccccc2)cc1	3.8
45	O=C(O)C1CCCN1S(=O)(=O)c1ccc2c(c1)CCC2 (stereo not drawn)	4.1
46	O=C(CNc1ccc(Br)cc1)c1ccccc1	-1.4
47	O=C(O)/C=C(\Oc1ccccc1)C1(O)CCCCC1	2.1
48	CC(C)OCCCNCC(O)c1ccccc1 (stereo not drawn)	-2.1
49	Cc1[nH]nc2c1C(c1ccc(N(C)C)cc1)C1=C(CC(C)(C)CC1=O)N2 (stereo not drawn)	0.7
50	COc1ccc2c(-c3ccc(S(N)(=O)=O)cc3)c(-c3ccc(S(C)(=O)=O)cc3)sc2c1	-0.7

The closing 2 records of the part before lead into the next:
#	compound	TTR transcr act
49	Cc1[nH]nc2c1C(c1ccc(N(C)C)cc1)C1=C(CC(C)(C)CC1=O)N2 (stereo not drawn)	0.7
50	COc1ccc2c(-c3ccc(S(N)(=O)=O)cc3)c(-c3ccc(S(C)(=O)=O)cc3)sc2c1	-0.7
51	O=C(c1nc2ccccn2c1CNCCCn1ncc2ccccc21)N1CCOCC1	-0.7
52	C[C@H](NC(=O)c1ccc(Cl)cc1)C(=O)OCn1nnc2ccccc2c1=O	-0.9
53	CC(=O)CC1(O)C(=O)Nc2ccccc21 (stereo not drawn)	0.5
54	O=C1c2ccccc2NC(c2ccccc2)N1Cc1ccccc1 (stereo not drawn)	-1.2
55	CC1CC(C)CN(C(=O)COC(=O)c2cc([N+](=O)[O-])ccc2N2CCOCC2)C1 (stereo not drawn)	-1.2
56	Cc1ccc(S(=O)(=O)N2c3ccccc3C[C@H]2CC=C(c2ccccc2)c2ccccc2)cc1	1.3
57	CCOC(=O)C1=CN(CC2CCCO2)C=C(C(=O)OCC)C1c1ccccc1C(F)(F)F (stereo not drawn)	0.7
58	CC12CCC(C(=O)N(CC(O)CN3CCCCCC3)C1=O)C2(C)C (stereo not drawn)	1.6
59	N#Cc1c(-c2ccccc2)c(C#N)c2nc3ccccc3n2c1N	-0.6
60	CC(C)NC(=O)COc1nncc2ccccc12	1.2

3 entries already listed, sorted by the value under TTR transcr act, falling:
| nr | Structure | TTR transcr act |
| --- | --- | --- |
| 58 | CC12CCC(C(=O)N(CC(O)CN3CCCCCC3)C1=O)C2(C)C (stereo not drawn) | 1.6 |
| 60 | CC(C)NC(=O)COc1nncc2ccccc12 | 1.2 |
| 51 | O=C(c1nc2ccccn2c1CNCCCn1ncc2ccccc21)N1CCOCC1 | -0.7 |

Additional structures
#	compound	TTR transcr act
61	COc1ccc(/C=N/NC(=S)Nc2ccccc2)cc1	2.0
62	CCCSc1nc2c(cnn2-c2ccc(C)c(C)c2)c(=O)[nH]1	6.8
63	O=C(NC(=O)c1ccccc1)Nc1cccc(S(=O)(=O)N2CCCCC2)c1	4.9
64	c1ccc(-n2nnnc2SCCCSc2nc3ccccc3s2)cc1	0.9
65	CCOC(=S)SCC(=O)Nc1nc(C)c(C)s1	-1.4
66	CC(=O)c1cnc2nc(SCc3cccc(C)c3)nn2c1C	0.6
67	CCOC(=O)N1CCN(CC(O)COc2ccccc2C(C)C)CC1 (stereo not drawn)	-5.6
68	CCN(CC)c1ccc(C(=O)OCC(=O)Nc2ccc3[nH]c(=O)[nH]c3c2)cc1	-2.3
69	Cc1nn(C)c(C)c1NC(=O)c1ccc(Br)o1	5.1
70	Cc1nnc(SCCN2C(=O)c3ccccc3C2=O)nc1C	4.4

#	compound	TTR transcr act
71	CCCCCC(/C=N/Nc1ccc(S(=O)(=O)N2CCOCC2)cc1[N+](=O)[O-])=C\c1ccccc1	1.9
72	O=C(C1CCN(S(=O)(=O)N2CCC3(CC2)OCCO3)CC1)N1CCc2ccccc2C1	-0.2
73	CCN(CC)S(=O)(=O)c1ccc(C)c(C)c1	-0.7
74	CNC[C@H]1OCCCC[C@H](C)Oc2ccc(NC(=O)CCCN(C)C)cc2C(=O)N([C@H](C)CO)C[C@@H]1C	-0.6
75	O=C(c1cc2ccccc2oc1=O)N1CCCC1	2.1
76	COc1ccc(-c2nc(NCCCN(C)C)c3ccccc3n2)cc1	1.7
77	CCCCCOC(=O)CCN1C(=O)/C(=C2\SC(=S)N(CCC(=O)OCCCCC)C2=O)SC1=S	0.4
78	O=C(NCCCNC(=O)c1ccccc1)c1ccccc1	-0.2
79	O=C(CSc1nnc2ccc(-c3ccc(F)cc3)nn12)N1CCOCC1	-1.9
80	CN(CC(=O)Nc1ccc(N2CCOCC2)cc1)CC(=O)Nc1ccccc1C#N	-1.6

#	compound	TTR transcr act
81	O=C(N[C@@H](Cc1c[nH]c2ccccc12)C(=O)O)c1ccc(Cl)cc1	0.9
82	O=C(c1ccccc1)c1ccc(COC(=O)c2cnccn2)cc1	3.2
83	Cc1ccc(C(=O)NNC(=O)c2ccccc2-n2cccc2)cc1	1.0
84	CC(C)c1ccc(S(=O)(=O)N2CCN(C(=O)c3ccco3)CC2)cc1	-0.8
85	CCOC(=O)c1oc2ccccc2c1NC(=O)CN1CCOCC1	1.4
86	C/C(=N/OC(=O)c1ccc(Cl)cc1Cl)c1oc(C)nc1C	-1.1
87	COC(=O)C1CN(Cc2ccccc2)CCS(=O)(=O)N1Cc1cn(Cc2ccccc2Br)nn1 (stereo not drawn)	-1.5
88	Fc1cc(F)cc(NC(=S)Nc2ccccc2N2CCOCC2)c1	12*
89	Nc1cc(-c2ccc(Cl)cc2)nn1S(=O)(=O)c1ccccc1	-0.6
90	CC(=O)c1cccc(NC(=O)CN(c2ccccc2)S(C)(=O)=O)c1	12*

Among those listed so far, these have a cyano group:
#	compound	TTR transcr act
39	CCc1ccc(N/C(SCc2cccc(F)c2)=C(/C#N)C(=O)NCc2ccco2)cc1	-2.0
59	N#Cc1c(-c2ccccc2)c(C#N)c2nc3ccccc3n2c1N	-0.6
80	CN(CC(=O)Nc1ccc(N2CCOCC2)cc1)CC(=O)Nc1ccccc1C#N	-1.6

(continued)
#	compound	TTR transcr act
91	Cc1ccc(OC(=O)C2c3ccccc3Oc3ccccc32)cc1C	1.1
92	Cc1cccc(NC(=S)NCc2cccn2C)c1	-1.8
93	CCC(C(=O)OCC(=O)Nc1ccc(Cl)c(S(=O)(=O)N(C)C)c1)c1ccccc1 (stereo not drawn)	-3.3
94	CCc1ccc(-c2cc(C)no2)cc1S(=O)(=O)N1CCN(c2ccccc2F)CC1	-0.6
95	CC1C(=O)N2CCCc3cc(NC(=O)CC(C)(C)C)cc1c32 (stereo not drawn)	-0.8
96	O=C(C1Cc2ccccc2CN1C(=O)c1ccccc1)N1CCN(c2ccccc2)CC1 (stereo not drawn)	-1.3
97	Cc1nc2ccc(C(=O)N3CCN(c4ccccc4)CC3)cc2s1	2.0
98	COc1ccc(CCN=C(N)Nc2nc(C)cc(C)n2)cc1	-1.3
99	O=C(/C(=N/N=C/c1ccc(O)c(O)c1O)c1ccccc1)c1ccccc1	-1.5
100	CCC1CCCCN1CCCNC(=O)c1cn(CC(C)C)c(=O)c2cc(OC)c(OC)cc12 (stereo not drawn)	-0.6

#	compound	TTR transcr act
101	Cc1cccc2c(=O)cc(C)n(CC(N)=O)c12	0.8
102	O=C(NCc1cccc(F)c1)C1CCC(=O)N(C2CC2)C1 (stereo not drawn)	1.7
103	Cc1cccc(N(CC(=O)NC2CCCC2)C(=O)CS(=O)CC(=O)Nc2ccc3c(c2)OCO3)c1 (stereo not drawn)	3.0
104	COC(=O)CN1CCN(C(c2ccccc2)c2ccccc2)CC1	-2.0
105	CCc1nc2ccc(C(=O)NCCN3CCOCC3)cn2c1N(CC)CCOC	-0.4
106	CC(C)N(Cc1ccccc1)C(=O)COC(=O)c1ccccc1SCC(=O)N1CCCC1	-0.9
107	O=C(c1ccco1)N1CCN(C(=O)c2cc(-c3ccc(F)cc3)no2)CC1	2.1
108	OCCN(CC#CCn1c2ccccc2c2ccccc21)CCO	0.5
109	CCCC1CCC2(CC1)CCC2OC(=S)Nc1ccccc1Cl (stereo not drawn)	1.7
110	CN1OC[C@@H]2CN(Cc3cc(Cl)cc(Cl)c3)[C@H](c3cccc(Br)c3)C[C@@H]21	0.2

#	compound	TTR transcr act
111	Cn1c(=O)cc(OCCCC(=O)Nc2cc(-c3cn[nH]c3)ccn2)c2ccccc21	1.1
112	Cc1c(Cl)cccc1NC(=S)N1CCOCC1	-1.2
113	Cc1cc(C)cc(C(=O)NCC(=O)OCC(=O)Nc2ccc(C)cc2Br)c1	2.2
114	Cc1ccc(C)c(N2CCN(C(=O)C3CCN(c4nc(C)cc(C)n4)CC3)CC2)c1	0.1
115	COc1cccc(-c2c(C#N)c(SC)nc3cc(C)nn23)c1	-0.6
116	Cc1cc(C)n(-c2cc(Oc3ccccc3)ncn2)n1	-0.9
117	CCn1nnc2cc(C(=O)O)ccc21	1.3
118	CCCN1C(=O)c2ccc(C(=O)NCc3ccco3)cc2C1=O	0.2
119	Cc1cc(C)n(C2CC(=O)N(c3ccc(Cl)c(Cl)c3)C2=O)n1 (stereo not drawn)	2.9
120	CCN1C(=O)N(CC)c2cccc3cccc1c23	-2.1

#	compound	TTR transcr act
121	Cc1n[nH]c(=S)n1-c1cccc(Cl)c1	-1.4
122	Cc1c(NC(=O)c2cccs2)cccc1NC(=O)c1cccs1	0.5
123	Cc1ccc(-c2noc(-c3ccno3)n2)cc1	-0.4
124	O=C(O)c1cccc(NC(=O)c2cccc(S(=O)(=O)N3CCc4ccccc4C3)c2)c1	5.3
125	CN(C(=O)c1cccc(NC(=O)Cc2ccc(NC(=O)C3CCCN(C(=O)c4ccccc4)C3)cc2)c1)C1CCCC1 (stereo not drawn)	2.8
126	O=C1CC(c2ccc(F)cc2)CC(O)=C1C=NCCN1CCNCC1 (stereo not drawn)	0.4
127	O=C(CCCC(=O)c1ccc(O)cc1)c1ccc(O)cc1	7.2
128	Cn1c(CCN2CCCCC2)nc2cc([N+](=O)[O-])ccc21	1.1

Source: PubChem BioAssay
